thrombin 1536: thrombin (human) inhibition. inhibition, % at 5 µM. alpha-thrombin, Boc-VPR-AMC fluorogenic substrate cleavage. P00734. hit rate 0.26% among 220,000;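 active means inhibition at or above 40%; inactive means inhibition below 40%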;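 further: 0% = enzyme with no compound and 100% = wells without enzyme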
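Material: human alpha-thrombin protein; Also added: Boc-VPR-AMC substrate, 15 µM final; Timing: enzyme reaction carried out at room temperature; Signal: fluorescence, ex 355 nm, em 460 nm; Measure: % inhibition of thrombin; Controls: enzyme without compound as high, wells lacking enzyme as low.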
FXIIa inh 1536: blocks human coagulation factor XIIa protease activity; purified FXIIa, Boc-QGR-AMC fluorogenic substrate, 2 h; inhibition, % at 5 µM; hit rate 0.3% among 220,000; AID 800; in the data active means inhibition above about 40%;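 further: 0% = enzyme with no compound and 100% = blank without enzyme; many of its hits are not listed in these tables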
Target sequence (P00748 20-372 limits assumed): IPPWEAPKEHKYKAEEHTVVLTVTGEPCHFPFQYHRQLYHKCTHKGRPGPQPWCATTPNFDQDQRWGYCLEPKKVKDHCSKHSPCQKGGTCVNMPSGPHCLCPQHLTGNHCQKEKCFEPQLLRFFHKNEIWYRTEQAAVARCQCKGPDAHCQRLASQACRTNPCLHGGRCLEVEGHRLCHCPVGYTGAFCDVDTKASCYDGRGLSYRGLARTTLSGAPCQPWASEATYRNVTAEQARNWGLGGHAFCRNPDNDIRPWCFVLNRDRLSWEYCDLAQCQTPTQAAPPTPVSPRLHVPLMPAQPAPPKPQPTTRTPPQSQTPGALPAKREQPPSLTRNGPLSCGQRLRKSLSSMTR
Target sequence (P00748 373-615 limits assumed): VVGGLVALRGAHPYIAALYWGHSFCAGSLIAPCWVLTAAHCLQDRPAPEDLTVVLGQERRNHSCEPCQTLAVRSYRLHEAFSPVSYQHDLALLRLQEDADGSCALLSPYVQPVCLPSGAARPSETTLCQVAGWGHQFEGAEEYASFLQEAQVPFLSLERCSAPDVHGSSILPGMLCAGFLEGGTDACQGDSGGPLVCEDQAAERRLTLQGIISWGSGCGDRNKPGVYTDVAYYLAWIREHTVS
Runt-SMMHC FRET: Runt domain-CBFb-SMMHC interaction inhibition; Q01196+Q13951; Cerulean-Runt/Venus-CBFb-SMMHC FRET ratio 530/480, 1 h; inhibition, % at 20 µM; hit rate 0.74% among 220,000;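 active means mean inhibition across duplicate retests at 20 µM reaching about 50%, limit read from the data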;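 further: 0% = DMSO wells and 100% = wells with excess untagged CBFb-SMMHC; inhibitors lower the FRET ratio by blocking Runt binding to CBFb-SMMHC; some results filed as inactive read as strong as hits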
14-3-3 Bad PPI: disrupts binding of bovine 14-3-3 zeta to phospho-Bad peptide; TR-FRET 14-3-3zeta/Dy647-pBad peptide displacement, 1 h; P63103; hit rate 0.71% among 220,000; inhibition, % at 21.7 µM; AID 781;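 active means inhibition above about 70%, limit read from the data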;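 further: 0% = full 14-3-3 plus peptide FRET controls and 100% = background without 14-3-3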
Target sequence (P63103 whole entry, looked up): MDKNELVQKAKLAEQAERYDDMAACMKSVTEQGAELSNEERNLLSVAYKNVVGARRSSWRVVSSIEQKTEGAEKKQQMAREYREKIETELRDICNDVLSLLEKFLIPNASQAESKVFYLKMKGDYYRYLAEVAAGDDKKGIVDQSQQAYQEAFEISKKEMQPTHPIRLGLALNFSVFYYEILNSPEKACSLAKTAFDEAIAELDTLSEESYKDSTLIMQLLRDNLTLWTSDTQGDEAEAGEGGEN
FXIa inh: blocks human coagulation factor XIa protease activity | purified FXIa, Boc-Glu-Ala-Arg-AMC fluorogenic substrate | inhibition, % at 5 µM | hit rate 0.14% among 220,000;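 active means inhibition of at least 40%; inactive means inhibition below 40%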;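 further: fluorescence of freed AMC excited at 355 nm; 0% = enzyme without compound and 100% = no enzyme blank; many of its hits are not listed in these tables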
Hck-Nef inh: inhibitors of human Hck kinase activated by Nef | P08631 | Recombinant Hck-YEEI plus Nef, Z-Lyte FRET kinase assay | inhibition, % at 20 µM | hit rate 0.68% among 220,000 | AID 463187;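 active means Hck-Nef kinase inhibition above about 50%, limit read from the data; inactive means inhibition below that limit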;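 further: 0% = DMSO with Hck plus Nef and 100% = Hck alone without Nef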
Wee1 degr inh: blocks degradation of human Wee1 kinase | P30291 | AID 1321 | reporter increase, % at 5 µM | hit rate 1.2% among 220,000 | HeLa Luc-Wee1K328M stability, luciferase luminescence; 100% = proteasome inhibitor MG132 effect;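 active means activation above the mean of all tested compounds plus 3 SD, set per screening run, cut at about 8.8% in these data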;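 further: cells exposed to compound for 20 h before luminescence read; 0% = DMSO alone and 100% = MG132 at 30 µM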
hK5 inh: blocks human kallikrein 5 protease activity | recombinant hK5, fluorogenic AMC substrate cleavage | AID 873 | Q9Y337 | hit rate 0.59% among 210,000 | inhibition, % at 5 µM;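 active means inhibition of 40% or more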;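 further: 0% = enzyme controls without compound and 100% = no-enzyme blanks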
Runt-CBFb FRET: Runt domain-CBFb interaction inhibition | Q01196+Q13951 | Cerulean-Runt/Venus-CBFb FRET ratio 530/480, 1 h | inhibition, % at 20 µM | hit rate 0.46% among 220,000 | AID 1496;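 active means inhibition over about 50% at 20 µM in the single-dose screen, limit read from the data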;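 further: 0% = DMSO wells and 100% = excess unlabeled CBFb competitor control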
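test system = Cerulean-tagged RUNX1 Runt domain (FRET donor) fusion protein | reagent = Venus-CBFb binding partner, 100 nM | incubation = protein complex preformed 1 h, compound exposure 1 h, room temperature, dark | detection = FRET fluorescence | read-out basis = loss of energy transfer signal | controls = 5 µM unlabeled CBFb as full-inhibition high control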
Numbers without * were called inactive; [ ] = dose if it differs, or a comment.

How did O=C(NCC(=O)N(CC1CCCO1)C(C(=O)NC1CCCCC1)c1ccccc1)c1ccco1 (stereo not given) do in these assays?
thrombin 1536: -6; FXIIa inh 1536: 10; Runt-SMMHC FRET: 0; 14-3-3 Bad PPI: -6; FXIa inh: -1; Hck-Nef inh: 19; Wee1 degr inh: 1; hK5 inh: 4; Runt-CBFb FRET: -2

Results for COc1ccc(NS(=O)(=O)c2ccc3c(c2)n(C)c(=O)n3C)cc1 ?
thrombin 1536: -5; FXIIa inh 1536: -3; Runt-SMMHC FRET: -6; 14-3-3 Bad PPI: -8; FXIa inh: -14; Hck-Nef inh: 3; Wee1 degr inh: -2; hK5 inh: 10; Runt-CBFb FRET: 0

Results for Cc1ccc(C(=O)NN2CCOCC2)cc1 ?
thrombin 1536: 0; FXIIa inh 1536: 1; Runt-SMMHC FRET: -5; 14-3-3 Bad PPI: -15; FXIa inh: 1; Hck-Nef inh: 1; Wee1 degr inh: 0; hK5 inh: -37; Runt-CBFb FRET: 0

How did Cc1nn(-c2ccccc2)c2c1C(c1cccs1)C(C#N)=C(N)O2 (stereo not given) do in these assays?
thrombin 1536: 5; FXIIa inh 1536: 22; Runt-SMMHC FRET: -4; 14-3-3 Bad PPI: -6[fluorescence artefact?]; FXIa inh: 2; Hck-Nef inh: 1; Wee1 degr inh: 0; hK5 inh: 3; Runt-CBFb FRET: 1

How did O=C(Nc1ccncc1)c1cccs1 do in these assays?
thrombin 1536: -8; FXIIa inh 1536: 6; Runt-SMMHC FRET: -1; 14-3-3 Bad PPI: 1; FXIa inh: -1; Hck-Nef inh: -1; Wee1 degr inh: 1; hK5 inh: 0; Runt-CBFb FRET: -2

How did CCCC1=[N+](CC)CCn2c(C)ccc21 do in these assays?
thrombin 1536: -8; FXIIa inh 1536: 8; Runt-SMMHC FRET: 3; 14-3-3 Bad PPI: 3[fluorescence artefact?]; FXIa inh: 1; Hck-Nef inh: 0; Wee1 degr inh: 0; hK5 inh: 3; Runt-CBFb FRET: -2

Results for O=C(CCCN1C(=O)/C(=C/c2cccs2)SC1=S)NNC(=O)c1cccnc1 ?
thrombin 1536: 0; FXIIa inh 1536: 5; Runt-SMMHC FRET: -3; 14-3-3 Bad PPI: -4; FXIa inh: 0; Hck-Nef inh: 21; Wee1 degr inh: 1; hK5 inh: 3; Runt-CBFb FRET: 0

What do the screens show for `CC(C)c1noc2ncc(C(=O)c3cc(Cl)cc(Cl)c3O)cc12`?
thrombin 1536: 5; FXIIa inh 1536: 27; Runt-SMMHC FRET: -7; 14-3-3 Bad PPI: 11; FXIa inh: 21; Hck-Nef inh: 1; Wee1 degr inh: -3; hK5 inh: 0; Runt-CBFb FRET: -1

How did Cc1ccc(-n2cccc2/C=C2\C(=N)N3N=C(C(C)C)SC3=NC2=O)cc1 do in these assays?
thrombin 1536: 1; FXIIa inh 1536: 3; Runt-SMMHC FRET: -8; 14-3-3 Bad PPI: -6; FXIa inh: 6; Hck-Nef inh: 22; Wee1 degr inh: -1; hK5 inh: 3; Runt-CBFb FRET: -10

Results for Cc1cc(C)cc(N(CC(=O)NC2CCC(C)CC2)S(=O)(=O)c2c(C)noc2C)c1 (stereo not given) ?
thrombin 1536: -4; FXIIa inh 1536: 17; Runt-SMMHC FRET: -1; 14-3-3 Bad PPI: 8; FXIa inh: 8; Hck-Nef inh: -5; Wee1 degr inh: 6; hK5 inh: -2; Runt-CBFb FRET: -5

Results for C=CCN=C(NC#N)SCC(=O)NC(C)(C)C ?
thrombin 1536: 0; FXIIa inh 1536: 17; Runt-SMMHC FRET: -6; 14-3-3 Bad PPI: -1; FXIa inh: 4; Hck-Nef inh: 0; Wee1 degr inh: -2; hK5 inh: -17; Runt-CBFb FRET: -1

Results for O=C(N/N=C/c1cc(Br)ccc1O)c1cccc(N2CCCC2=O)c1 ?
thrombin 1536: -2; FXIIa inh 1536: 1; Runt-SMMHC FRET: -12; 14-3-3 Bad PPI: 4; FXIa inh: 1; Hck-Nef inh: -4; Wee1 degr inh: -3; hK5 inh: -13; Runt-CBFb FRET: -2

What do the screens show for `Cc1ccc(CSCCNC(=O)CN(c2cc(C)ccc2C)S(C)(=O)=O)cc1`?
thrombin 1536: 4; FXIIa inh 1536: 4; Runt-SMMHC FRET: -8; 14-3-3 Bad PPI: -10; FXIa inh: -3; Hck-Nef inh: -5; Wee1 degr inh: -4; hK5 inh: -9; Runt-CBFb FRET: -2

How did O=c1cc(N2CCCC2)[nH]c(=O)n1-c1ccc(Cl)cc1 do in these assays?
thrombin 1536: -4; FXIIa inh 1536: 0; Runt-SMMHC FRET: 1; 14-3-3 Bad PPI: -3; FXIa inh: -10; Hck-Nef inh: 4; Wee1 degr inh: -1; hK5 inh: 0; Runt-CBFb FRET: -88

How did O=C(O)C(Oc1ccc2c3c(c(=O)oc2c1)CCC3)c1ccccc1 (stereo not given) do in these assays?
thrombin 1536: 0; FXIIa inh 1536: 13; Runt-SMMHC FRET: -4; 14-3-3 Bad PPI: 3; FXIa inh: 1; Hck-Nef inh: 0; Wee1 degr inh: -1; hK5 inh: 0; Runt-CBFb FRET: 0

What do the screens show for `COc1ccc(N(CC(=O)N/N=C/c2ccc3c(c2)OCO3)S(=O)(=O)c2ccc(NC(C)=O)cc2)cc1`?
thrombin 1536: 3; FXIIa inh 1536: 2; Runt-SMMHC FRET: -4; 14-3-3 Bad PPI: -8; FXIa inh: -3; Hck-Nef inh: 2; Wee1 degr inh: -3; hK5 inh: -6; Runt-CBFb FRET: -1

Results for NC(=O)c1cc2ccccc2o/c1=N\NC(=O)c1ccco1 ?
thrombin 1536: 3; FXIIa inh 1536: 5; Runt-SMMHC FRET: -2; 14-3-3 Bad PPI: -1; FXIa inh: -5; Hck-Nef inh: 2; Wee1 degr inh: 2; hK5 inh: 3; Runt-CBFb FRET: -1

What do the screens show for `COc1ccc(N2CCN(/C(=N\S(=O)(=O)c3ccc(C)cc3)Nc3nc(C)cc(C)n3)CC2)cc1`?
thrombin 1536: -8; FXIIa inh 1536: 7; Runt-SMMHC FRET: 3; 14-3-3 Bad PPI: 8; FXIa inh: -26; Hck-Nef inh: 1; Wee1 degr inh: -1; hK5 inh: 4; Runt-CBFb FRET: 2

Results for CCc1ccc(C(=O)NC(=S)Nc2ccc(N3CCOCC3)cc2)cc1 ?
thrombin 1536: -2; FXIIa inh 1536: 4; Runt-SMMHC FRET: 4; 14-3-3 Bad PPI: -9; FXIa inh: -10; Hck-Nef inh: 8; Wee1 degr inh: 4; hK5 inh: -13; Runt-CBFb FRET: 0

What do the screens show for `COc1ccc(/C=N/NC(=O)c2ccc(F)cc2)cc1CN1CCc2cc(OC)c(OC)cc2C1C` (stereo not given)?
thrombin 1536: -2; FXIIa inh 1536: -1; Runt-SMMHC FRET: 2; 14-3-3 Bad PPI: -2; FXIa inh: -5; Hck-Nef inh: 13; Wee1 degr inh: -4; hK5 inh: -5; Runt-CBFb FRET: 1

Results for S=C(NCc1ccc(Cl)cc1)Nc1ccccc1 ?
thrombin 1536: 1; FXIIa inh 1536: -1; Runt-SMMHC FRET: 6; 14-3-3 Bad PPI: -4; FXIa inh: -8; Hck-Nef inh: 4; Wee1 degr inh: -2; hK5 inh: -9; Runt-CBFb FRET: 1

How did CCn1c(N)c(C(N)=O)sc1=S do in these assays?
thrombin 1536: -4; FXIIa inh 1536: -8; Runt-SMMHC FRET: 0; 14-3-3 Bad PPI: 1; FXIa inh: -2; Hck-Nef inh: 1; Wee1 degr inh: 3; hK5 inh: -17; Runt-CBFb FRET: 16

Results for NC(=O)C1CCN(C(=O)c2ccc3c(=O)n(Cc4ccco4)c(SCC(=O)c4ccccc4)nc3c2)CC1 ?
thrombin 1536: -6; FXIIa inh 1536: 3; Runt-SMMHC FRET: -1; 14-3-3 Bad PPI: 0; FXIa inh: -1; Hck-Nef inh: 31; Wee1 degr inh: 2; hK5 inh: -3; Runt-CBFb FRET: 4

How did Cc1ccc(CSc2ncnc3ccccc23)cc1 do in these assays?
thrombin 1536: -5; FXIIa inh 1536: 3; Runt-SMMHC FRET: 0; 14-3-3 Bad PPI: 5; FXIa inh: -1; Hck-Nef inh: -15; Wee1 degr inh: -2; hK5 inh: -8; Runt-CBFb FRET: -6

How did COc1ccc(CN2CC(C(=O)NCCCN3CCCCCC3)CC2=O)cc1 (stereo not given) do in these assays?
thrombin 1536: -9; FXIIa inh 1536: 5; Runt-SMMHC FRET: -4; 14-3-3 Bad PPI: -7[fluorescence artefact?]; FXIa inh: 0; Hck-Nef inh: 0; Wee1 degr inh: 2; hK5 inh: 3; Runt-CBFb FRET: -1

Results for CCOC(=O)N1CCN(C(=O)Cc2c(C(=O)O)n(C)c3ccccc23)CC1 ?
thrombin 1536: 2; FXIIa inh 1536: 9; Runt-SMMHC FRET: 3; 14-3-3 Bad PPI: 3; FXIa inh: 1; Hck-Nef inh: 1; Wee1 degr inh: 1; Runt-CBFb FRET: 0

How did CCOC(=O)Cn1c(=O)cnc2ccccc21 do in these assays?
thrombin 1536: -2; FXIIa inh 1536: -7; Runt-SMMHC FRET: -2; 14-3-3 Bad PPI: 2; FXIa inh: 3; Hck-Nef inh: 1; Wee1 degr inh: -3; hK5 inh: -13; Runt-CBFb FRET: -1

What do the screens show for `CCCCCc1cccnc1`?
thrombin 1536: -8; FXIIa inh 1536: 2; Runt-SMMHC FRET: -8; 14-3-3 Bad PPI: -5; FXIa inh: 4; Hck-Nef inh: 9; Wee1 degr inh: 2; hK5 inh: -8; Runt-CBFb FRET: 0

Results for c1ccc(C(c2ccccc2)N2CCN(Cc3nc(-c4cnccn4)no3)CC2)cc1 ?
thrombin 1536: -6; FXIIa inh 1536: 7; Runt-SMMHC FRET: 3; 14-3-3 Bad PPI: -8; FXIa inh: 0; Hck-Nef inh: 21; Wee1 degr inh: -1; hK5 inh: -1; Runt-CBFb FRET: -4

What do the screens show for `CCCSc1nc(O)c(C(c2ccc(OC)c(O)c2)c2c(O)nc(SCCC)n(C)c2=O)c(=O)n1C`?
thrombin 1536: -4; FXIIa inh 1536: 3; Runt-SMMHC FRET: -11; 14-3-3 Bad PPI: 8; FXIa inh: 4; Hck-Nef inh: 20; Wee1 degr inh: 1; hK5 inh: -7; Runt-CBFb FRET: -2

How did O=C(Nc1ccc(Cl)cc1)N1CCCN(Cc2ccccc2F)C1 do in these assays?
thrombin 1536: -2; FXIIa inh 1536: 10; Runt-SMMHC FRET: 1; 14-3-3 Bad PPI: 2; FXIa inh: 0; Hck-Nef inh: 4; Wee1 degr inh: -2; hK5 inh: -4; Runt-CBFb FRET: -1

Results for Cc1c(NC(=S)N/N=C/c2ccc([N+](=O)[O-])cc2O)c(=O)n(-c2ccccc2)n1C ?
thrombin 1536: -5; FXIIa inh 1536: 8; Runt-SMMHC FRET: -3; 14-3-3 Bad PPI: -12; FXIa inh: 1; Hck-Nef inh: 13; Wee1 degr inh: 2; hK5 inh: -18; Runt-CBFb FRET: 0

Compound activity: PubChem, several laboratories
